# ABCB6 inh MLPCN – blocks the human ABCB6 transporter. 360,000 tested, 0.19% active. Q9NP58. AID 602162. fluorescence ratio to DMSO, % at 10 µM. K562-ABCB6 porphyrin accumulation, flow cytometry, 1 h; active compounds read low;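 active means fluorescence ratio to DMSO below 75%, the collection mean minus 3 SD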;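 further: signal is porphyrin accumulated inside mitochondria; 100% equals median channel fluorescence of DMSO control wells; lower ratio means ABCB6 inhibition with less porphyrin fluorescence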
# Target sequence (Q9NP58 whole entry, looked up): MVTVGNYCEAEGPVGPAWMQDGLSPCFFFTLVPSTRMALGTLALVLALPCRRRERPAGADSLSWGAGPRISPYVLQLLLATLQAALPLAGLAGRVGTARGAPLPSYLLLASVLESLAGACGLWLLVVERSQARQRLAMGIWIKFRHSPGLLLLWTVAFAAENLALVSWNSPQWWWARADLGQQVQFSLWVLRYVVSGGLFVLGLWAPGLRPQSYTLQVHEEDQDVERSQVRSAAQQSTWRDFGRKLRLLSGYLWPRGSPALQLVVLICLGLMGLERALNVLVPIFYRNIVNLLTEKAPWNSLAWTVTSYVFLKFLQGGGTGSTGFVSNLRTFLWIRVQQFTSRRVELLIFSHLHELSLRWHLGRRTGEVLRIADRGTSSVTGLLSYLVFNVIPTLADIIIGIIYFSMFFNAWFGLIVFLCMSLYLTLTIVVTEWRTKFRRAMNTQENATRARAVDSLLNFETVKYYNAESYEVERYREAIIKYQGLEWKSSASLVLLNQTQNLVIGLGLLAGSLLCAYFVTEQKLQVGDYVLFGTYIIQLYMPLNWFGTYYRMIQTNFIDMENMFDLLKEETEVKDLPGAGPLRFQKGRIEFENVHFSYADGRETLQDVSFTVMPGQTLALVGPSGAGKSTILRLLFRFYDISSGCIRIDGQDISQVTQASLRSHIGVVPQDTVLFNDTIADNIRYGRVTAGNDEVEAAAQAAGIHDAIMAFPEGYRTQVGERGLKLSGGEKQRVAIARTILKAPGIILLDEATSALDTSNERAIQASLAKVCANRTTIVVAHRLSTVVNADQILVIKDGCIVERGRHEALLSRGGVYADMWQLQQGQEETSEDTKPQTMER
# PDI turbidity – PDI (human) enzyme inhibition; 350,000 tested, 0.052% active; PDI insulin aggregation turbidity, A650, 90 min; P07237; AID 588391; inhibition, % at 10 µM;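 active means mean inhibition across replicates of 30% or more, whatever share of single replicates reach that level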;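 further: absorbance from insulin aggregation driven by PDI reduction with DTT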
# N-glyco inh – blocks N-linked glycosylation in D54 reporter cells; D54 ERlucT glycosylation luciferase reporter, 24 h; percent of 100 nM tunicamycin response; reporter increase, % at 12.5 µM; 360,000 tested, 0.23% active; AID 588692;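 active means mean luciferase reporter signal, scaled so untreated is 0 and the glycosylation-blocking control 100, at or above a set limit in every replicate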;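 further: luciferase carries N-glycosylation sites so blocking glycosylation raises the light; 0% = median of neutral control wells and 100% = median of 100 nM tunicamycin wells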
# Cardio protect – myocardial damage modulation in H9c2 cells. AID 588492. 360,000 tested, 0.63% active. H9c2 cardiomyocytes, H2O2 injury protection, ATPLite, 2 h. protection from H2O2 cell death, % at 20 µM;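 active means compounds giving at least 50% protection of heart cells from peroxide-induced death in the single-dose screen, raw or plate-pattern-corrected value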;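 further: 0% = DMSO wells with peroxide and 100% = DMSO wells without peroxide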
# MC4R antagonist – antagonists of human melanocortin 4 receptor (MC4R) | 360,000 tested, 0.48% active | P32245 | inhibition, % at 6.5 µM | MC4R-expressing cells, MTII-stimulated cAMP, LANCE TR-FRET;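 active means inhibition above its plate's cutoff, the mean of tested wells on that plate plus 3 SD, cut at about 29% in these data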;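 further: 0% = Melanotan II alone and 100% = Melanotan II plus saturating MCL0020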
#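 Material: U2OS-MC4R stable cell line | Reagent: Melanotan II challenge after compound preincubation | Doses: One concentration, 6.5 µM nominal | Incubation: 30-min compound preincubation, 1-h Melanotan II challenge, 1-h detection, room temperature | Signal: TR-FRET cAMP assay | Replicates: One well per compound, no replicates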
# CaV13 FRET inh – Primary screen for inhibitors of IQ motif and Ca2+-dependent inactivation inhibitor domain binding in CACNA1D, Förster resonance energy transfer in living cells, …; HEK cells, CFP/YFP FRET ICDI-IQ, plate reader, 10 min; percent FRET-ratio fall versus neutral wells; inhibition, % at 12.3 µM; 340,000 tested, 0.098% active; AID 743397;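 active means mean replicate inhibition of at least 30% and at least 1% of replicates passing that level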;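 further: 0% = median of the neutral control wells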
# Exocytosis inh – lytic granule exocytosis inhibition. 360,000 tested, 0.66% active. inhibition, % at 10 µM. TALL-104 LAMP-1 surface exposure, flow cytometry; cells stimulated with thapsigargin and PMA;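 active means inhibition above about 55%, limit read from the data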
# MC4R barr agon – activates human MC4R beta-arrestin recruitment. P32245. U2OS MC4R beta-arrestin complementation, luminescence; percent of melanotan II response, DMSO zero. activation, % at 8.9 µM. 360,000 tested, 0.98% active. AID 540308;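 active means activation above a per-plate cutoff, the mean activation of sample wells on that plate plus 3 SD, cut at about 8% in these data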
# ABHD5 PLIN5 PPI – ABHD5-PLIN5 protein interaction inhibition; Q00G26+Q8WTS1; Split G. princeps luciferase complementation, luminescence, 4 h; inhibition, % at 4 µM; 360,000 tested, 0.78% active; AID 602281;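 active means inhibition above the mean inhibition across every tested compound plus 3 SD, cut at about 22% in these data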;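 further: 0% = DMSO only wells and the 100% control is not disclosed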
# HTR2A ag – mouse HTR2A agonism via beta-arrestin recruitment. 360,000 tested, 0.66% active. CHO-K1 mHTR2A beta-arrestin complementation, luminescence; percent of 30 µM serotonin response. AID 624169. activation, % at 7.6 µM;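 active means activation above a run cutoff, the mean activation of all tested compounds plus 3 SD, cut at about 14% in these data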;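 further: 0% = plate median of compound wells and 100% = 30 µM serotonin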
# * = called active by the depositor; · = not tested or not shown.
SMILES,ABCB6 inh MLPCN,PDI turbidity,N-glyco inh,Cardio protect,MC4R antagonist,CaV13 FRET inh,Exocytosis inh,MC4R barr agon,ABHD5 PLIN5 PPI,HTR2A ag
CCCCn1c(N)c(N(CC(C)C)C(=O)C2=NN(c3ccccc3)C(=O)CC2)c(=O)[nH]c1=O,103,2,1,-3,7,-19,-1,-1.5,-5,10
CCOC(=O)[C@H]1[C@H]2COc3ccc(C)cc3[C@@H]2N2C(=O)c3ccc(Cl)cc3NC(=O)[C@@]12C,95,-5,-2,13,-2,-2,-1,0.1,6,0
COc1ccccc1-n1cnnc1SCc1csc(-c2ccccc2)n1,88,-8,-1,2,1,·,0,-2.8,-1,1
COC(=O)c1ccc(COC(=O)CNC(=O)c2ccco2)cc1,88,-6,-1,12,1,-5,-1,-0.5,1,-5
COC(=O)c1nnc(-c2ccccc2)c(-c2ccccc2)n1,103,6,1,-3,-1,-3,6,-1.7,-1,0
COC(=O)CN1C(=O)[C@H]2[C@@H](c3ccc(C)o3)N3C(=O)CN(Cc4ccccn4)C(=O)[C@@]3(C)[C@H]2C1=O,96,-3,5,1,0,-6,16,2.5,3,3
COc1ccc(CN(C)C(=O)C2CSC3(C)CCC(=O)N23)cc1 (centres undefined),99,-4,1,-2,10,-9,-4,-2.6,2,3
Cc1ccc(-c2nc3cnccn3c2Nc2c(C)cccc2C)o1,99,4,0,-8,-20,-9,36,0.5,38*,-2
COc1ccc(NC(=O)c2ccc(OC(F)F)cc2)cc1Cl,97,-6,-6,-15,9,-5,2,0.6,0,0
Cc1cc(=O)[nH]c(SCCCOc2ccc3c(c2)CCC3)n1,89,-16,2,-5,-4,-8,8,-1.4,3,-1

# By substructure: those above with an aryl methoxy group
SMILES,ABCB6 inh MLPCN,PDI turbidity,N-glyco inh,Cardio protect,MC4R antagonist,CaV13 FRET inh,Exocytosis inh,MC4R barr agon,ABHD5 PLIN5 PPI,HTR2A ag
COc1ccccc1-n1cnnc1SCc1csc(-c2ccccc2)n1,88,-8,-1,2,1,·,0,-2.8,-1,1
COc1ccc(CN(C)C(=O)C2CSC3(C)CCC(=O)N23)cc1 (centres undefined),99,-4,1,-2,10,-9,-4,-2.6,2,3
COc1ccc(NC(=O)c2ccc(OC(F)F)cc2)cc1Cl,97,-6,-6,-15,9,-5,2,0.6,0,0

# (continued)
SMILES,ABCB6 inh MLPCN,PDI turbidity,N-glyco inh,Cardio protect,MC4R antagonist,CaV13 FRET inh,Exocytosis inh,MC4R barr agon,ABHD5 PLIN5 PPI,HTR2A ag
COc1ccccc1-c1cc(C(=O)N2CCCC2)no1,101,-8,-11,1,13,-7,-8,1.6,-4,1
Cc1cc(NC(=O)C2CCCN2C(=O)Nc2c(C)cccc2C)ccc1-n1cnnn1 (centres undefined),107,6,0,3,8,-5,1,0.4,8,1
O=C(Nc1cccc(OC(F)(F)F)c1)C1Cc2c(-c3ccc4c(c3)OCO4)ccnc2O1 (centres undefined),101,11,2,-3,1,-11,-4,3.0,2,-3
CCNc1nc(NC#N)nc(SCC(=O)OCC)n1,104,-4,0,-11,4,·,4,-0.6,1,1
CCc1nc2sc3c(c2c(=S)[nH]1)CC(C)(C)OC3,96,-8,2,3,3,-3,-2,-1.3,2,9
COc1cccc(CNC(=O)CCCNS(=O)(=O)c2cccs2)c1,94,1,-1,12,5,·,2,-1.2,3,1
CSc1nnc(-c2ccco2)n1-c1ccccc1,88,2,-1,12,23,·,2,1.4,4,-3
CC(=O)OC1CSC2c3ccccc3C(=O)N2Cc2sccc21 (centres undefined),103,0,-3,-4,8,-5,-1,-1.4,-3,0
NC(=O)CSc1nnc2ccc(-c3ccc(F)cc3)nn12,97,10,2,2,10,6,0,-1.4,2,5
CCOc1ccc(NC(=O)c2ccc3c(c2)S(=O)(=O)N=C2CCCCCN23)cc1,98,-2,1,-2,-2,-5,0,0.1,10,4
O=C(Nc1ccccc1)c1ccccc1NC(=O)[C@H]1CCCC[C@H]1C(=O)O,98,6,3,8,-7,-4,0,-2.2,-1,1
COc1cc(C(=O)NCCC(=O)NCCCN2CCCCC2C)cc(OC)c1OC (centres undefined),96,19,2,7,-6,-6,-1,1.4,-5,13
COc1ccc(N(CC(=O)Nc2ccccc2C(=O)O)S(=O)(=O)c2ccc(C)c([N+](=O)[O-])c2)cc1,109,-2,0,1,-8,-5,-1,0.6,-6,-1
CC(C)CCNC(=O)Cn1c(=O)oc2cc(S(=O)(=O)N3CC(C)CC(C)C3)ccc21 (centres undefined),102,-6,114*,-18,3,-7,0,6.9,-1,-3
Cc1cccc(C)c1NC(=O)C[N+](C)(C)CC(O)COc1cccc2ccccc12 (centres undefined),98,-2,4,-4,15,-7,-3,-0.2,47*,-1
C#CCOCCOCCOCCNc1nc(N2CCN(C(=O)[C@H](CCC(=O)O)n3cc(CN)nn3)CC2)nc(N2CCN(C(=O)[C@H](CCCCN)n3cc([C@@H](N)CC(N)=O)nn3)CC2)n1,103,-1,2,4,2,-11,-1,-1.2,-5,-8
O=C(OC(c1ccc(NS(=O)(=O)c2ccccc2)cc1)(C(F)(F)F)C(F)(F)F)c1ccccc1,103,-9,-1,-6,11,-5,1,2.9,-9,-2
CC(O)(c1ccc(F)c(F)c1)c1nc(-c2cccc(F)c2)cs1 (centres undefined),98,3,2,-20,3,-4,14,1.4,-8,-3
Cc1nn(CC(=O)NCCCN2CCCCC2)c(=O)c2cccn12,97,8,2,6,7,-3,-1,-0.5,12,4
O=C(Cc1ccc(Br)cc1)NNC(=O)Nc1ccc(Cl)cc1,100,-11,3,1,-1,-4,-1,-3.1,-1,0

# A different layout for some results above:
SMILES | ABCB6 inh MLPCN | PDI turbidity | N-glyco inh | Cardio protect | MC4R antagonist | CaV13 FRET inh | Exocytosis inh | MC4R barr agon | ABHD5 PLIN5 PPI | HTR2A ag
CC(C)CCNC(=O)Cn1c(=O)oc2cc(S(=O)(=O)N3CC(C)CC(C)C3)ccc21 (centres undefined) | 102 | -6 | 114* | -18 | 3 | -7 | 0 | 6.9 | -1 | -3
Cc1cc(=O)[nH]c(SCCCOc2ccc3c(c2)CCC3)n1 | 89 | -16 | 2 | -5 | -4 | -8 | 8 | -1.4 | 3 | -1
CC(=O)OC1CSC2c3ccccc3C(=O)N2Cc2sccc21 (centres undefined) | 103 | 0 | -3 | -4 | 8 | -5 | -1 | -1.4 | -3 | 0
COC(=O)CN1C(=O)[C@H]2[C@@H](c3ccc(C)o3)N3C(=O)CN(Cc4ccccn4)C(=O)[C@@]3(C)[C@H]2C1=O | 96 | -3 | 5 | 1 | 0 | -6 | 16 | 2.5 | 3 | 3
COc1ccccc1-c1cc(C(=O)N2CCCC2)no1 | 101 | -8 | -11 | 1 | 13 | -7 | -8 | 1.6 | -4 | 1
Cc1cc(NC(=O)C2CCCN2C(=O)Nc2c(C)cccc2C)ccc1-n1cnnn1 (centres undefined) | 107 | 6 | 0 | 3 | 8 | -5 | 1 | 0.4 | 8 | 1
CCc1nc2sc3c(c2c(=S)[nH]1)CC(C)(C)OC3 | 96 | -8 | 2 | 3 | 3 | -3 | -2 | -1.3 | 2 | 9

# The listing continues.
SMILES,ABCB6 inh MLPCN,PDI turbidity,N-glyco inh,Cardio protect,MC4R antagonist,CaV13 FRET inh,Exocytosis inh,MC4R barr agon,ABHD5 PLIN5 PPI,HTR2A ag
COc1ccc(CN2CCN(Cc3cccc(Oc4ccccc4)c3)CC2)c(OC)c1OC,95,0,-1,-12,12,-2,52,4.2,13,-10
Cc1cc(C)cc(-n2ncc3c2CCCC3NC(=O)CN2CCCC2=O)c1 (centres undefined),97,7,1,6,5,-2,0,0.5,5,8
CCCC(=O)N(Cc1cc2cccc(C)c2[nH]c1=O)c1ccccc1OC,104,-1,0,-2,6,-3,5,-1.2,4,-2
O=C(NC(=S)N1CCCCC1CO)C12CC3CC(CC(C3)C1)C2 (centres undefined),96,2,3,-3,28,-6,-5,1.3,0,1
C=CCn1c(=O)/c(=C\c2ccccn2)s/c1=C(/C#N)C(=O)NCC1CCCO1 (centres undefined),184,-2,11,20,-4,-7,3,-1.1,0,5
CCOC(=O)/C=c1\s/c(=C\c2ccc(C(=O)OC)cc2)c(=O)n1CC(=O)Nc1ccccc1,93,-2,2,-7,1,-2,1,-1.0,0,3
O=C(Nc1cccc(S(=O)(=O)N2CCCCCC2)c1)C1CCN(C(=O)c2ccc(Cl)cc2)CC1,88,-3,-3,-2,-3,-15,2,1.8,-7,-8
CCCC1=Nc2cc(C(=O)N3CCC(C(=O)OCC)CC3)ccc2Sc2ccccc21,106,1,-1,7,8,-2,31,0.1,3,-3
O=C(COC(=O)CN1C(=O)c2ccccc2C1=O)Nc1ccccc1,105,0,1,0,-1,-5,-13,0.9,1,0
CCCCCNC(=O)c1ccc2c(=O)n(CC3CCCO3)c(=S)[nH]c2c1 (centres undefined),95,-5,-3,11,15,0,2,-2.9,-2,1
CC1CC(C)CN(CCCNC(=O)COc2cc(=O)n(C)c3ccccc23)C1 (centres undefined),95,5,6,-2,-7,-5,-3,0.6,-4,1
O=C(CN1CCN(Cc2ccccc2)CC1)N/N=C\C=C/c1ccco1,99,18,7,4,-16,-4,8,1.2,4,1
Cc1cc(C)cc(N(CCC#N)C(=O)COC(=O)c2ccccc2SCC(=O)N2CCCC2)c1,94,1,-2,11,4,·,3,-2.9,-6,1
O=c1cnc(-c2ccc(Cl)cc2)cn1O,95,-4,2,-3,0,-4,9,-3.4,0,0
CCOC(=O)c1c(NC(=O)C(C)Sc2c[nH]c3ccccc23)sc2c1CCC2 (centres undefined),94,·,-3,-16,7,-5,0,-0.1,-13,4
O=C(CSc1nnc(CNC(=O)c2c(F)cccc2F)o1)NCc1ccccc1,98,1,1,6,2,-9,2,-3.5,0,9
COC(=O)[C@H](Cc1ccccc1)NC(=O)N1CCC(C)CC1,94,6,2,9,-5,-4,-4,-1.7,7,5
COc1cccc(NC(=O)Nc2ccc3nsnc3c2)c1,90,-3,-6,-10,15,-7,-1,5.2,-7,-7
Brc1ccccc1OCCCCn1cnc2ccccc21,94,5,-2,-23,-6,5,42,0.2,4,-1
CCOc1ccc(S(=O)(=O)N2CCN(Cc3ccc4c(c3)OCO4)CC2)cc1C,93,1,1,-8,-3,-3,65*,-1.8,-25,-4
CCCCCN(C(=O)CCC(=O)OCCOc1ccc(OC)cc1)c1c(N)n(CCCC)c(=O)[nH]c1=O,94,-8,0,5,4,·,-1,-0.5,-10,-8
CC(C)c1onc(C(=O)NCc2ccc(Cl)cc2)c1[N+](=O)[O-],101,2,0,0,1,-6,0,-1.9,-6,3
CCOc1ccccc1NC(=O)CSC1=NN2CCCC(=O)N=C2S1,168,16,7,-1,4,-3,-4,-2.0,2,3
COc1cc(OC)c(C2C(C(=O)O)c3ccccc3C(=O)N2C)cc1OC (centres undefined),91,13,2,5,1,3,1,-2.0,-1,3
O=[N+]([O-])c1ccc2cn[nH]c2c1,94,-8,-1,7,-4,-5,-12,0.8,6,-1
